# NCOA2 inhibitor = inhibits human steroid receptor coactivator 2 | inhibition, % at 9 µM | 0.17% of 370,000 active | HEK293 GAL4-SRC2 luciferase reporter, luminescence;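 active = inhibition above the mean inhibition of all tested compounds plus 3 SD, set per campaign, cut at about 52% in these data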;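 also: 0% = DMSO treated cells and 100% = cells given Gossypol at 36 µM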
# C8 TRAIL sens = caspase-8 TRAIL sensitization | NB7+C8 cells + TRAIL, ATPlite viability luminescence | inhibition (viability loss, TRAIL sensitization), % at 10 µM | 1% of 360,000 active | AID 624354;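 active = compounds causing at least 50% loss of cell viability in the single-dose screen, relative to plate controls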
# CF NFkB inh = cystic fibrosis NF-kB activation inhibition; KKLEB NF-kB-GFP reporter, PAF-induced, GFP fluorescence overnight; inhibition, % at 5 µM; 0.86% of 360,000 active;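 active = at least 50% inhibition at 5 µM, scaled per plate between neutral and stimulator controls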;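 also: PAF is a Pseudomonas aeruginosa culture filtrate used as stimulus; plate controls were PAF-stimulated DMSO wells for no effect and unstimulated DMSO wells for full effect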
# SRC1 inh = inhibits human SRC1 coactivator; HEK293 GAL4-SRC1 luciferase reporter, luminescence; Q15788; 0.12% of 360,000 active; inhibition, % at 3.6 µM;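 active = inhibition above the campaign mean plus 3 SD, with each screening campaign given its own cutoff, cut at about 60% in these data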;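 also: 0% = DMSO treated cells and 100% = gossypol at 36 µM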
# NR2F2 inh = NR2F2 (human) inhibition, primary screen. inhibition, % at 8.6 µM. P24468. AID 686940. 0.7% of 370,000 active. HEK293T NGFI-A luciferase reporter, luminescence;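 active = inhibition above a per-plate cutoff, mean inhibition of test wells between control levels plus 3 SD, cut at about 38% in these data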;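 also: cells cotransfected with COUP-TFII expression vector driving the NGFI-A reporter; 0% = median of COUP-TF2 test wells and 100% = reporter-only cells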
# Target sequence (P24468 whole entry, looked up): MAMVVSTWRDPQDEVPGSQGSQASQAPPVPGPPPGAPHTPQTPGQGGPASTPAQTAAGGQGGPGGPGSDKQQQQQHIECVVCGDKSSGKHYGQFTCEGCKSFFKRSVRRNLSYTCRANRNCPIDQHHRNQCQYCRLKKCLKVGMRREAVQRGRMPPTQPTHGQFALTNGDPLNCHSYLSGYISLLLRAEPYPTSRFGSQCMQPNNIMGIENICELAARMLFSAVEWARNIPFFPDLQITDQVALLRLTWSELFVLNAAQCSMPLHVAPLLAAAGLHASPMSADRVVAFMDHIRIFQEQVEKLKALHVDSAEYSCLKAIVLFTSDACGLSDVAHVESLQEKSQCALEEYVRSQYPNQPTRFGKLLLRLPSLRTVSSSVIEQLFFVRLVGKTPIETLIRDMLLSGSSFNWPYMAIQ
# SRC3 inh = human NCOA3 inhibition; Q9Y6Q9; HEK293 GAL4-SRC3 luciferase reporter, luminescence; inhibition, % at 3.6 µM; 0.17% of 360,000 active; AID 588352;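 active = inhibition above a per-campaign cutoff, the mean of all compounds plus 3 SD, cut at about 60% in these data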;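 also: 0% = DMSO-treated cells and 100% = gossypol-treated cells at 36 µM; higher means less SRC3-driven luciferase light from the GAL4 reporter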
# TROY signal inh = inhibitors of TROY-dependent NF-kB signaling. AID 1347056. inhibition, % at 10 µM. 0.98% of 360,000 active. Q293 LMP1-TROYcd NF-kB luciferase reporter, 4 h;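 active = compounds whose plate-normalised and pattern-corrected inhibition of the luciferase reporter signal at the single screening dose is 50% or more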
# TWEAK Fn14 block = TWEAK-Fn14 signaling inhibition | TWEAK-stimulated Fn14 reporter cells, luciferase luminescence, 8 h | inhibition, % at 10 µM | AID 1159606 | 2% of 360,000 active; in the data active = inhibition above about 50%
# KKLEB cytotox = reduces viability of KKLEB cystic fibrosis airway cells. AID 602141. 0.36% of 360,000 active. KKLEB CF airway cells viability, ATPlite luminescence, overnight; hits give low values; cells stimulated with P. aeruginosa culture filtrate. activity change (cytotoxicity), % at 5 µM;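 active = corrected activity change at or below -50% at 5 µM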
# LMP1 NFkB inh = Epstein-Barr LMP1 NF-kappaB reporter inhibition; LMP1-induced NF-kappaB luciferase reporter cells, luminescence; inhibition, % at 12.5 µM; 0.69% of 350,000 active; AID 504558; in the data active = inhibition above about 41%;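 also: 0% = neutral control wells and 100% = reference inhibitor control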
# NR5A2 inv ag = inverse agonists of human LRH-1 (NR5A2); HEK293T StAR-luciferase reporter, LRH-1 transfected, 24 h; inhibition, % at 3.6 µM; 0.13% of 360,000 active; AID 602396;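 active = inhibition above the mean inhibition of all tested compounds plus 3 SD, cut at about 73% in these data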;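 also: 0% = DMSO wells and 100% = reporter-only cells lacking LRH-1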
# Target sequence (O00482 whole entry, looked up): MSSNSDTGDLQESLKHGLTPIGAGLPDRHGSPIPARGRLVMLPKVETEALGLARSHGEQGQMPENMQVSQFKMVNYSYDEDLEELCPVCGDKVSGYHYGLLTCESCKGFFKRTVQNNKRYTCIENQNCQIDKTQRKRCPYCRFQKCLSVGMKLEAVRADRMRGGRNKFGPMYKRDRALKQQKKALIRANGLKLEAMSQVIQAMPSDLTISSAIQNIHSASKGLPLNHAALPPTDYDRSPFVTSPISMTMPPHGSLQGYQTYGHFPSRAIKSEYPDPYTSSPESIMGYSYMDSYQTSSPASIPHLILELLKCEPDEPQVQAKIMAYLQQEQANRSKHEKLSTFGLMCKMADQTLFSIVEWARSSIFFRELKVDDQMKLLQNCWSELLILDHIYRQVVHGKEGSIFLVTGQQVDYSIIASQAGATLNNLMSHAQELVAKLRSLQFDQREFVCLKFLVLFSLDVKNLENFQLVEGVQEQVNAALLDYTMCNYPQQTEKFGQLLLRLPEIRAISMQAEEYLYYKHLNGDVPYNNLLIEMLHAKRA
# Active calls of the source: *; . = no result given.
SMILES,NCOA2 inhibitor,C8 TRAIL sens,CF NFkB inh,SRC1 inh,NR2F2 inh,SRC3 inh,TROY signal inh,TWEAK Fn14 block,KKLEB cytotox,LMP1 NFkB inh,NR5A2 inv ag
Cn1cc(S(=O)(=O)CC(=O)N2CCc3ccccc32)c2ccccc21,-10,-12,22,-1,2,1,10,1,4,-7,-9
CN(Cc1ccccc1)C(=O)CCS(=O)(=O)c1ccc2c(c1)NC(=O)CS2,.,-11,5,-7,.,-14,4,20,-4,-1,8
COc1cc2c(cc1OC)C(C(=O)Nc1ccc(F)c(Cl)c1)CC(=O)N2 (stereo not drawn),-5,-1,2,6,17,5,10,3,7,-2,20
CC(C)c1ccc(/C=N/NC(=O)c2cccc(Cl)c2)cc1,-47,34,18,-69,-36,-90,-31,11,-28,-40,-112
Cn1c(N)c(C(=O)CSc2nn(-c3ccccc3)c(=S)s2)c(=O)n(C)c1=O,2,22,31,27,-9,-7,58*,54*,-7,16,14
COc1ccc(NS(=O)(=O)c2cccc(-c3nnc(-c4ccccc4)o3)c2)cc1,13,-5,2,-5,3,-5,7,9,0,3,-17
O=C(Nn1c(C2CC2)nc2ccccc2c1=O)c1ccco1,-5,-12,14,-6,11,17,-27,5,-2,5,-4
Cc1[nH]nc2c1C(c1ccccc1)C1=C(CC(C)(C)CC1=O)N2 (stereo not drawn),7,-7,6,3,-3,6,-17,4,3,-49,12
CC1(C)CC(NC(=S)NC2CC2)CC(C)(C)N1,-33,2,-3,-19,8,12,0,0,7,-6,23
COc1ccc(CN(C)C(=S)Nc2ccc(Cl)cc2)cc1,12,0,-3,5,8,-5,-17,-9,0,0,13
COc1cc(COCC(O)CN2CCN(CCN3C(=O)c4cccc5cccc(c45)C3=O)CC2)cc(OC)c1OC (stereo not drawn),-30,-5,-34,7,7,13,-7,-35,-3,1,10
O=C(NNC(=O)c1cc(-c2ccco2)nc2ccccc12)c1ccccc1,-17,-1,13,6,15,-10,-4,22,-8,-14,-18
CC1=C(C)CC(C(=O)NNC(=O)c2csc(C)c2C)C(C(=O)O)C1 (stereo not drawn),-36,4,-1,-27,-26,10,-86,-12,14,-1,-44
O=C(NCc1cccc(Cl)c1)C1CCN(S(=O)(=O)c2ccc(F)cc2)CC1,9,-4,7,12,-19,14,2,7,12,4,4
Cc1nn(C)cc1/C=C1\SC(=S)NC1=O,-1,-8,-6,-10,-3,14,-5,0,-12,2,-9
CC(=O)Nc1cc(-c2ccc(C(=O)N3CCOCC3)cc2)cn2c(-c3ccc(F)cc3)cnc12,-26,6,14,0,-4,-10,-16,-2,-1,.,13
CCn1nc(C)c(CNC(=O)CC2C(=O)NCCN2Cc2ccc(C)o2)c1C (stereo not drawn),-13,-5,-34,14,-5,23,1,3,-2,-6,-3
COc1ccc(OCCC(=O)OCC(=O)NCCc2ccccc2)cc1,-11,1,6,-4,-1,9,-9,-9,2,2,23
N#C/C(=C/c1ccc(N2CCOCC2)o1)C(=O)NC1CCCCC1,-11,1,-7,-18,3,-23,-5,-16,8,-7,-34
O=C(O)CCCn1c(O)c(C=C2N=c3ccccc3=N2)sc1=S,30,-16,3,-15,14,-4,-3,45,8,-19,0
S=C(NCCN1CCOCC1)NC1CCCCC1,-17,-5,-8,-2,9,13,-10,-6,-5,0,0
Cc1ccc(NC(=O)Cc2ccc(Cl)c(Cl)c2)cc1S(=O)(=O)N(C)C,-6,15,9,5,-6,11,34,45,-25,8,15
CCN(c1ccccc1)S(=O)(=O)c1cc2c3c(c1)C(C)C(=O)N3CCC2 (stereo not drawn),4,-27,15,12,-17,11,8,-12,-6,2,-7
CSC1=NCCN1C(=O)C12CC3CC(CC(C3)C1)C2,12,7,28,6,-5,18,25,34,5,1,2
CC1CCN(S(=O)(=O)c2ccc(NC(=O)C3CSC4(C)CCC(=O)N34)cc2)CC1 (stereo not drawn),7,-9,-14,-1,1,-9,-9,3,11,-5,18
Cn1c(SCC(=O)Nc2ccc(Br)cn2)nnc1C1CC1,-23,-12,-3,-6,-17,-3,-18,8,10,-7,-20
Cc1ccc(NC(=O)CCNS(=O)(=O)c2ccccc2F)cc1S(=O)(=O)N1CCOCC1,6,3,3,5,6,6,-2,-3,-8,-4,-11
O=C(CSc1n[nH]c(-c2ccccn2)n1)Nc1ccc(F)cc1,-12,23,-10,-16,-7,6,-15,-2,10,12,39
CC(C)Oc1ccc(S(=O)(=O)N2CCOCC2)cc1NC(=O)Cc1c(F)cccc1Cl,-4,-11,22,-4,17,-16,-6,-20,-4,-5,1
N#Cc1c(NC(=O)C2CC(Cl)=CCC2C(=O)O)sc2c1CCCCC2 (stereo not drawn),-13,0,-13,-3,3,11,7,-19,3,-12,-20
COCCCn1c(=NC(=O)c2ccncc2)c(C#N)cc2c(=O)n3cccc(C)c3nc21,-18,-5,-44,-63,-7,11,-11,-4,2,-9,10
CC1CCCN(CCC(=O)Nc2ccccc2)C1 (stereo not drawn),4,-14,1,-4,-10,-1,7,-16,4,-1,-9
CCOc1ccc(S(=O)(=O)NCc2cccnc2)cc1C,15,-1,6,12,-16,17,-9,5,4,-1,-10
COC(=O)C1=CN(C(C)C)C=C(C(=O)OC)C1c1cccc(OC)c1,-18,-21,9,-9,-4,11,5,-2,-12,0,4
CCC1Sc2ccc(S(=O)(=O)CCC(=O)Nc3ccc(C(=O)OC)cc3)cc2NC1=O (stereo not drawn),7,-7,-8,1,-4,-3,4,10,15,-1,17
CCCCSCCCNC(=O)CS(=O)Cc1nc(-c2cccc(C)c2)oc1C (stereo not drawn),-30,-11,4,-9,6,3,-6,13,1,1,3
Cc1ccc(S(=O)(=O)N2CCN(C(=O)CCC(=O)NCCc3ccc(F)cc3)CC2)cc1,4,3,-2,0,3,-2,-1,7,5,-10,5
Cc1cc(C)cc(NC(=S)N2CCN(c3ccccn3)CC2)c1,5,-6,-10,-13,17,-8,-18,8,2,7,8
COc1ccc(NS(=O)(=O)c2ccc3nc(COc4ccc5ccccc5c4)[nH]c3c2)cc1,-21,-2,-24,-13,0,17,40,48,7,-1,-1
COc1ccc(-n2ncc3c2CC(C)(C)CC3NC(=O)c2cn[nH]c2)cc1 (stereo not drawn),-4,7,-5,7,11,-4,3,-5,2,7,-17
CC(=O)Nc1ccc(NC(=O)CNC(=O)c2cccc(C)c2)cc1,-13,10,11,3,7,15,-4,7,-19,-11,-15
Cc1cccc(NC(=O)CCN2C(=O)c3ccccc3C2=O)n1,9,-3,2,-6,10,11,7,-5,1,9,-21
COc1ccc(N2C[C@H](CSC)[C@@H](CC(=O)Nc3ccc(Br)cc3)C2=O)cc1,0,15,-18,5,-18,14,-1,-18,-8,7,-27
O=C(c1ccc(NC(=S)NCc2ccc(Cl)cc2)cc1)N1CCCCC1,-8,2,5,-21,1,12,1,-4,5,8,12
O=C(COC(=O)C1CCN(c2ccc(C(F)(F)F)cn2)CC1)c1ccccc1Cl,3,-6,-11,3,-10,19,-2,4,6,-6,-4
CC(O)Cc1cn(CC(=O)N2CCNCC2)nn1 (stereo not drawn),-8,-15,-17,-2,-4,-19,-24,0,3,1,6
COc1cc2[nH]c(C(=O)N3CC(C)OC(C)C3)cc2c(OC)c1OC (stereo not drawn),-1,11,-6,7,-14,-10,2,4,6,10,13
CCc1ccccc1Oc1coc2cc(O)ccc2c1=O,-4,-9,-10,-4,0,3,-14,-12,0,-5,-4
COc1ccc(C)cc1S(=O)(=O)N1CCCCCC1,-4,1,-14,7,-22,13,-2,0,-8,-10,-17
COCc1ccc(C(=O)NC2CCSc3ccccc32)cc1 (stereo not drawn),-39,14,-5,-12,-37,-13,-17,-30,7,-3,-20

# Just TWEAK Fn14 block and NR5A2 inv ag, for three of the compounds above:
SMILES	TWEAK Fn14 block	NR5A2 inv ag
COc1cc2[nH]c(C(=O)N3CC(C)OC(C)C3)cc2c(OC)c1OC (stereo not drawn)	4	13
CCc1ccccc1Oc1coc2cc(O)ccc2c1=O	-12	-4
COc1ccc(C)cc1S(=O)(=O)N1CCCCCC1	0	-17

# Remaining list, next part
SMILES,NCOA2 inhibitor,C8 TRAIL sens,CF NFkB inh,SRC1 inh,NR2F2 inh,SRC3 inh,TROY signal inh,TWEAK Fn14 block,KKLEB cytotox,LMP1 NFkB inh,NR5A2 inv ag
Cc1ccsc1/C=N/NC(=O)Cc1cccn1C,-15,1,-5,-5,-10,11,-27,-11,-4,-12,-4
COc1ccc(C(=O)Cn2nnc(-c3ccccc3NC(=O)c3ccco3)n2)cc1,-22,4,12,-25,10,1,23,29,1,-7,-23
Cc1ccc(CN2CCN(C(=O)/C=C/[C@H]3O[C@@H](n4cc(C)c(=O)[nH]c4=O)C[C@@H]3O)CC2)cc1,-30,-2,-7,-10,-6,-2,13,0,-10,.,4
O=C(NCC1CCCO1)c1onc(CSc2ccc(F)c(F)c2)c1C(=O)O (stereo not drawn),-19,-13,6,-18,8,13,-9,2,-10,-4,-15
COC(=O)c1cc(S(=O)(=O)N2CCN(c3ccc(C(C)=O)cc3)CC2)cn1C,-16,1,-24,-7,-16,15,-6,13,1,-22,1
Cc1c(CN2CCCCC2C)c(=O)n(-c2ccccc2)n1C (stereo not drawn),3,3,-12,5,-1,13,4,-6,-8,-2,9
Cc1ccc(OCCCCn2ccnc2)c([N+](=O)[O-])c1,5,9,8,-30,1,-11,-5,-17,-23,4,0
COc1ccc(NC(=O)CCS(=O)(=O)c2ccc3c(c2)CCCN3C(C)=O)cc1,-4,-7,2,5,0,-7,-21,-2,16,1,11
N/C(Cc1nc2ccccc2s1)=N\O,-6,-11,12,-14,-2,7,30,29,11,-2,12
CN(C)S(=O)(=O)c1cccc(NC(=O)COC(=O)C2(c3ccccc3F)CCCC2)c1,34,-3,16,-3,32,6,33,49,1,2,14
O=C1CC(N2CCOCC2)C(=O)N1CCN1C(=O)CC(N2CCOCC2)C1=O (stereo not drawn),-11,-5,2,4,15,-16,-8,2,-2,-3,-2
CCCCN(CC)CCCNC(=O)c1cn(CC)c2ccc(S(=O)(=O)N3CCc4ccccc4C3)cc2c1=O,-13,-2,10,2,-4,7,-14,-16,-5,-8,-28
CCCOc1ccc(C(=O)C(CCC(CNCC)C(=O)c2ccc(OCCC)cc2)CNCC)cc1 (stereo not drawn),27,31,33,-35,13,26,22,103*,-59*,-52,-20
Cn1cnnc1Sc1ccc(/C=C(\CC(=O)O)c2nc3ccccc3s2)cc1[N+](=O)[O-],-8,1,16,13,-19,-4,-8,-8,4,-8,-20
CC(C)(C)c1ccc(C(=O)C2CCCN(C(=O)c3ccccn3)C2)cc1 (stereo not drawn),22,-27,0,1,17,3,-4,-5,-7,-1,20
COc1ccc(C2(CNC(=O)CCC(=O)O)CCCC2)cc1,4,9,0,11,-15,-2,1,10,4,-1,3
CCOP1(=O)OCC2OC(n3cnc4c(N)ncnc43)C(O)C2O1 (stereo not drawn),12,1,14,-3,-8,14,-9,-12,-6,-5,11
